Screening results from PubChem.
Cav32 inh = Cav3.2 calcium influx blockers – cell-based, Fluo-4 calcium fluorescence, FDSS, MLSMR library, primary screen; Cav3.2-expressing cells; stronger effect = lower value; 100,000 tested, 4% active; B-score at 10 µM;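 active = single-dose well whose peak fluorescence ratio is a statistical outlier from its plate by either plate-standardised score or position-corrected B-score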
Target sequence (O95180 whole entry, looked up): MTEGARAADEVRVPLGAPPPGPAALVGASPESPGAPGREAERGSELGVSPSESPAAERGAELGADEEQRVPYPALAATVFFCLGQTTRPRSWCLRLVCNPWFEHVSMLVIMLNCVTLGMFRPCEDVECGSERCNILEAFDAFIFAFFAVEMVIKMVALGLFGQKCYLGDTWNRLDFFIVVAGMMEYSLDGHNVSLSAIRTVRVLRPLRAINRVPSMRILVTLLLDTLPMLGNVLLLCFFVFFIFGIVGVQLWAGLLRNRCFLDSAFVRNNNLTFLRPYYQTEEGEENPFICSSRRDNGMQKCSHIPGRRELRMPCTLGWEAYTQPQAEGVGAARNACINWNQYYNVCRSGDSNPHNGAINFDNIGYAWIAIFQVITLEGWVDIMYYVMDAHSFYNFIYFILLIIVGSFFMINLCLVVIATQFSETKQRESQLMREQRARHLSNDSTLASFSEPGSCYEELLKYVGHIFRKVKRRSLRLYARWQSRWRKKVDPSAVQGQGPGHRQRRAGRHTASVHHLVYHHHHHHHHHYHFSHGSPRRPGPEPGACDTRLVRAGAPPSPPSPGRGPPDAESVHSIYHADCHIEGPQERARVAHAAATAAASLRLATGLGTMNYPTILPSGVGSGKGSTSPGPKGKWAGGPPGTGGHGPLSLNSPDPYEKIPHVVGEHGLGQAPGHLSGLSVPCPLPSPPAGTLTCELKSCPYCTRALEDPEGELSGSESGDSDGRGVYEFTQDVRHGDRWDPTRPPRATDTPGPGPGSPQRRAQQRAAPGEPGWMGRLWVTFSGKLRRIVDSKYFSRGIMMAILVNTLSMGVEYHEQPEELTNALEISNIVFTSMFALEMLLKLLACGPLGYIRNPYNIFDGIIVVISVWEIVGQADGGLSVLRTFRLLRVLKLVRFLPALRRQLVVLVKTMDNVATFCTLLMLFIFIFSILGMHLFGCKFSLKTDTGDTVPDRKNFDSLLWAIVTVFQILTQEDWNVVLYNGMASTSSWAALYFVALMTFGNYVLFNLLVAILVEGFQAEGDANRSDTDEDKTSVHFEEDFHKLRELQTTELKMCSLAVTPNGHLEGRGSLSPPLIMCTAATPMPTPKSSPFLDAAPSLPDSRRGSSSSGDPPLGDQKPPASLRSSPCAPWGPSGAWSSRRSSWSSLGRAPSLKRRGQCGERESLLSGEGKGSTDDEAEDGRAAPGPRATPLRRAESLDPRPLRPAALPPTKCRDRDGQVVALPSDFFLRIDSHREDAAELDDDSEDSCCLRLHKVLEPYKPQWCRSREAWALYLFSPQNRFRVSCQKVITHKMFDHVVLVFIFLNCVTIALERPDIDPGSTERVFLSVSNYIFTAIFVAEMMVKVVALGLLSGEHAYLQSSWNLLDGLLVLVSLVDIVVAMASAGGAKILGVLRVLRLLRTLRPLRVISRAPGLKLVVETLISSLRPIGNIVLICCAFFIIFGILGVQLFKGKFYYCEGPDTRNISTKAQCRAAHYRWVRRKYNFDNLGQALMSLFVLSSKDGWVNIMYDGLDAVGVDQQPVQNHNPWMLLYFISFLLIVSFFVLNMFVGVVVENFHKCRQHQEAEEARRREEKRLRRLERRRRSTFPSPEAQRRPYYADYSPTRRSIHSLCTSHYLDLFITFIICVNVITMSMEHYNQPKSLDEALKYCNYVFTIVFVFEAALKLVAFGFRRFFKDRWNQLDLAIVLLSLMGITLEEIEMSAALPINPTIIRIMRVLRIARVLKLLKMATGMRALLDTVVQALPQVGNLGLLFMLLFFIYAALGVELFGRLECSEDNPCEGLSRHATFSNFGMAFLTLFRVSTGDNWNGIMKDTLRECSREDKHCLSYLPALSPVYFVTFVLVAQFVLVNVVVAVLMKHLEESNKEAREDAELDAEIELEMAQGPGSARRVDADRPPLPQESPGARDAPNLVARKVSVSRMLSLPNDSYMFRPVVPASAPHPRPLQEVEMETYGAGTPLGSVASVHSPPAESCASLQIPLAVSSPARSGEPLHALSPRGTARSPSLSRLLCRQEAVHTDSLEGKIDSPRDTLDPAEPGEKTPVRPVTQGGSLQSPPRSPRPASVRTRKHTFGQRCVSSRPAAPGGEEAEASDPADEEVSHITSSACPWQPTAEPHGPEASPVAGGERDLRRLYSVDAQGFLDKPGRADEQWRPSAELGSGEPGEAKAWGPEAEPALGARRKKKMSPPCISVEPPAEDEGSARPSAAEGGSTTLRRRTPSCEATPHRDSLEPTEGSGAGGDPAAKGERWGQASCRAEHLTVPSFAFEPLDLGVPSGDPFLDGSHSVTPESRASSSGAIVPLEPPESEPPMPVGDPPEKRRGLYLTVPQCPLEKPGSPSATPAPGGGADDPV
Numbers without * were called inactive. These rows are one share of the data; rates above refer to the full screens.

> CC(=O)NS(=O)(=O)c1ccc(NC(=O)c2ccc(Br)o2)cc1
  Cav32 inh = 0.021

> Cc1cc(C)n(S(=O)(=O)c2ccc(Cl)c(Cl)c2Cl)n1
  Cav32 inh = -1.8

> O=C(Nc1cccc(C(F)(F)F)c1)C1CCCN(S(=O)(=O)c2cnc[nH]2)C1 (configuration not stated)
  Cav32 inh = -0.24

> Cc1ccc(C(=O)NCCN2CCOCC2)cc1
  Cav32 inh = 0.69

> CCCCC(=O)Nc1ccc(C(N)=O)cc1
  Cav32 inh = -0.14

> CCSc1cc(C)nc2ncnn12
  Cav32 inh = 0.082

> COc1ccccc1CNc1nc2nc3c(c(=O)n2[nH]1)CCC3
  Cav32 inh = 0.51

> O=C(CN(CC1CCCO1)C(=O)CCC(=O)Nc1nccs1)NCc1ccccc1 (configuration not stated)
  Cav32 inh = 0.57

> COCCn1c(C)cc(C(=O)COC(=O)c2cc3c(s2)CCC3)c1C
  Cav32 inh = -2.1

> CCC(NC(=O)N(Cc1ccccc1)Cc1ccc2c(c1)OCO2)(C(F)(F)F)C(F)(F)F
  Cav32 inh = -1.1

> CC[C@@H](C)[C@H](NS(=O)(=O)c1ccc(C)cc1)C(=O)N1CCC(C(=O)NCC(=O)O)CC1
  Cav32 inh = -0.021

> CN(CC(=O)NCc1ccco1)S(=O)(=O)c1ccc2c(c1)n(C)c(=O)c(=O)n2C
  Cav32 inh = -3.1

> COCCCNC(=O)c1ccccc1NS(=O)(=O)c1ccc(C)cc1
  Cav32 inh = 0.31

> COC(=O)c1cc2ccccc2oc1=O
  Cav32 inh = 0.021

> C[C@@]12CCC=C[C@H]1[C@H](c1ccc(C(F)(F)F)cc1)N(Cc1ccccc1)C2=O
  Cav32 inh = -1.2

> Cc1nc(NCc2ccco2)c(C#N)c2c1COC(C)(C)C2
  Cav32 inh = -0.85

> CCOC(=O)N1CCC(NS(=O)(=O)c2ccc3c(c2)C(C)(C)C(=O)N3C)CC1
  Cav32 inh = -0.52

> Cc1cc2cc(CN(Cc3cccs3)Cc3nnnn3CC3CCCO3)c(=O)[nH]c2cc1C (configuration not stated)
  Cav32 inh = -1.4

> CC(Oc1ccccc1)c1ccnc2nc(/N=C/N(C)C)nn12 (configuration not stated)
  Cav32 inh = 0.072

> Cc1ccc(S(=O)(=O)NNC(=O)CC#N)cc1
  Cav32 inh = 0.92

> c1cc2nncn2nc1N1CCCC1
  Cav32 inh = 0.89

> O=C(O)c1cc(NCc2ccc(F)cc2)ccc1N1CCOCC1
  Cav32 inh = 0.082

> CCCN(C(=S)Nc1ccccc1)C1CCS(=O)(=O)C1 (configuration not stated)
  Cav32 inh = 0.27

> CC1(C)Cc2c(c(N3CCOCC3)nc3snc(NC(=O)c4ccccc4)c23)CO1
  Cav32 inh = 1.8

> COc1ccc(Nc2cc(C(=O)NCCCN3CCOCC3)c3ccccc3n2)c(OC)c1
  Cav32 inh = 1.3

> Cc1cc(C)n(-c2nc(SCCN(C)C)c3c4c(sc3n2)COC(C)(C)C4)n1
  Cav32 inh = -0.0071

> Cc1ccc(-c2nc3ccccc3o2)cc1NC(=S)NC(=O)c1cccs1
  Cav32 inh = -0.41

> COCCNC(=O)c1ccc2ccccc2n1
  Cav32 inh = 0.26

> COc1ccc(-c2nnn(CC(=O)NCc3cccs3)n2)cc1OC
  Cav32 inh = 0.88

> O=C(COc1ccccc1)Nc1cccc(-c2nnc(-c3ccccc3)o2)c1
  Cav32 inh = 0.4

Structural class, the entries above with a CF3 group (three)
> O=C(Nc1cccc(C(F)(F)F)c1)C1CCCN(S(=O)(=O)c2cnc[nH]2)C1 (configuration not stated)
  Cav32 inh = -0.24

> CCC(NC(=O)N(Cc1ccccc1)Cc1ccc2c(c1)OCO2)(C(F)(F)F)C(F)(F)F
  Cav32 inh = -1.1

> C[C@@]12CCC=C[C@H]1[C@H](c1ccc(C(F)(F)F)cc1)N(Cc1ccccc1)C2=O
  Cav32 inh = -1.2

Additional records:
> COc1ccc(OC)c(NC(=S)NN2CCN(C)CC2)c1
  Cav32 inh = 0.18

> Cc1cccc(NC(=O)C2CCCN2C(=O)Oc2ccccc2)c1 (configuration not stated)
  Cav32 inh = 0.49

> CCCOc1ccc([C@@H]2C3CN(C(=O)OCC)CC=C3C(C#N)=C(N)C2(C#N)C#N)cc1OC (some centres not stated)
  Cav32 inh = 0.66

> CC1CC(C(F)(F)F)n2ncc(C(=O)O)c2N1 (configuration not stated)
  Cav32 inh = 0.11

> CCCS(=O)(=O)c1c(S(=O)(=O)CCC)c2cc(CC)ccn2c1C(=O)OC
  Cav32 inh = 1.3

> Cc1nn(-c2ccccc2)c2c1C1(C(=O)N3c4c(cccc41)C(C)CC3(C)C)C(C#N)=C(N)O2 (configuration not stated)
  Cav32 inh = -2.3

> CCSc1nnc(NC(=O)CSc2nc3c(c(=O)n2C)SC(C)C3)s1 (configuration not stated)
  Cav32 inh = -0.74

> Cc1ccc(N2C(=O)CC(n3ccnc3)C2=O)cc1C (configuration not stated)
  Cav32 inh = 0.016

> CCn1c(=NC(=O)c2cccc(N3C(=O)CCC3=O)c2)sc2c(OC)ccc(OC)c21
  Cav32 inh = 1.6

> CCCCn1nc2cc(C(=O)NCc3ccccc3OC)ccc2c1OCC
  Cav32 inh = -0.4

> Cc1ccc(CNC(=O)C2c3ccccc3C(=O)N(C)C2c2c[nH]c3ccccc23)o1 (configuration not stated)
  Cav32 inh = -0.31

> COc1ccc(OC)c(C2C(C(=O)c3cccs3)=C(O)C(=O)N2CCN(C)C)c1 (configuration not stated)
  Cav32 inh = -0.2

> Cc1c(C(=O)Nc2nnc(C(F)(F)F)s2)oc2ccccc12
  Cav32 inh = -3.6

> CCO[C@H]1OC(C(=O)N2CCOCC2)=C[C@@H](c2ccc3c(c2)OCO3)[C@@H]1CCCO
  Cav32 inh = -0.69

> CC1=CCC2C(=O)N(c3ccc(C)cc3)C(=O)C2C1 (configuration not stated)
  Cav32 inh = -0.31

> CC1CC(NC(=O)C2(C)CC2(Cl)Cl)CC(C)(C)C1 (configuration not stated)
  Cav32 inh = -1.3

> COC(=O)c1ccc(Oc2nc3c(c(=O)n(C)c(=O)n3C)n2CCC(C)C)cc1
  Cav32 inh = -3

> CCOc1ccc(N(CC(=O)NC2CCCCCC2)S(=O)(=O)c2c(C)noc2C)cc1
  Cav32 inh = -1.2

> O=C(COC(=O)CCOc1ccccc1)Nc1ccc(Cl)cn1
  Cav32 inh = -1.1

> Cc1ccc(N(C(=O)c2csnn2)C(C(=O)NC(C)(C)C)c2ccncc2)cc1 (configuration not stated)
  Cav32 inh = 0.13

> CC(C)Oc1ccc(C(=O)Nc2ccccc2N2CCCC2)cc1
  Cav32 inh = -2.7

> COCCOc1ccc(C(F)(F)F)cc1Nc1nc2ccccc2o1
  Cav32 inh = -1.4

> COc1cccc(/C=N/n2cncn2)c1OCC#N
  Cav32 inh = 0.25

> CCOc1cc(C(=O)N2CCN(c3ccc(C(C)=O)cc3)CC2)cc(OCC)c1OCC
  Cav32 inh = 0.74

> CC(C)[C@H](NC(=O)NC1CCCC1)C(=O)O
  Cav32 inh = 0.053

> CCc1ccc(C(=O)/C=C/c2ccc([N+](=O)[O-])o2)cc1
  Cav32 inh = -1.3

> COC(=O)C(CCSC)NC(=O)c1cccc([N+](=O)[O-])c1 (configuration not stated)
  Cav32 inh = 0.71

> Cc1ccc2c(c1)N(CC(=O)N1CCCCC1c1cccnc1)C(=O)CO2 (configuration not stated)
  Cav32 inh = 1.5

> Fc1ccc(-n2nnc(-c3cccnc3)n2)cc1
  Cav32 inh = 0.056

> Cc1cc(NC(=O)COC(=O)c2cc3c(s2)CCC(C)C3)no1 (configuration not stated)
  Cav32 inh = -0.41

Further results:
| Structure | Cav32 inh |
| --- | --- |
| O=C(NCCCO)c1ccc2[nH]c3ccccc3c2c1 | 0.17 |
| CSc1ccccc1NS(=O)(=O)c1ccc2c(c1)OCCO2 | -1.7 |
| CCCNc1c(N)c(=O)oc2ccccc12 | 0.86 |
| COC(=O)c1c(NC(=O)C2CC2)sc2c1CCCC2 | -0.79 |
| CN=C1SC(CC(=O)Nc2cc(Cl)ccc2Cl)C(=O)N1C (configuration not stated) | 1.3 |
| O=C(c1ccccc1NS(=O)(=O)c1ccc(Br)s1)N1CCCC1 | -1.8 |
| CCN(CC)C(=O)CSc1nc2c(sc(=S)n2-c2ccccc2)c(=O)n1Cc1ccco1 | -6.6* |
| Cc1ccc(SCc2ccc(C(=O)Nc3cccc([N+](=O)[O-])c3C)cc2)cc1 | -1 |
| Cc1nn(C(C)C(=O)O)c(=O)c2c1sc1ccccc12 (configuration not stated) | 0.56 |
| O=S(=O)(Cc1ccc(Cl)cc1)c1ccccc1-c1nnc(-c2ccccc2)o1 | -0.49 |
| COc1ccc(NS(=O)(=O)c2ccc(NS(=O)(=O)c3ccc(SC)cc3)cc2)c(OC)c1 | -4.9* |
| CN1C(=O)N(CN2CCCCC2)C2C1N(C)C(=O)N2CN1CCCCC1 (configuration not stated) | -0.026 |
| O=C1CC(=O)C(n2cncn2)C(c2cccc(Cl)c2)C1 (configuration not stated) | 0.9 |
| CCN(CC)C(=O)C1CCN(S(=O)(=O)c2cccc3nonc23)CC1 | -1.7 |
| CCN(CC)CCNC(=O)c1ccc(Cl)c(S(=O)(=O)Nc2ccc(Cl)cc2)c1 | -1.1 |
| CCN1CCN(c2cc(C)c3cc(NC(=O)c4ccccc4F)ccc3n2)CC1 | -0.051 |
| CCOc1ccccc1NC1=NCC(=O)N1Cc1ccc(F)cc1 | -0.28 |
| Cc1cc(Nc2ccccc2)nn1C(=O)c1ccc([N+](=O)[O-])cc1 | 0.37 |
| COc1ccc2nc(NC(=O)CCN3C(=O)c4ccccc4C3=O)sc2c1 | -1.1 |
| CCC(=O)n1nc(NCc2ccccc2OC)nc1NCc1ccccc1OC | -7.9* |
| CCOC(=O)c1c(NC(=S)NC(=O)c2ccc(Cn3cc(Cl)cn3)o2)sc2c1CCCCC2 | 0.55 |
| O=C(Nc1nnc(CCN2CCOCC2)s1)C1CCCCC1 | 0.23 |
| O=C(O)CCC(=O)Nc1ccccc1C(=O)Nc1ccccc1 | -0.043 |
| O=C(CSc1nc2ccsc2c(=O)n1Cc1ccccc1)NCc1ccco1 | -0.19 |
| COc1cc2c(=O)n(Cc3ccccc3)c(=O)n(CC(=O)NCC3CCCO3)c2cc1OC (configuration not stated) | -0.088 |
| CCCCn1nnc(NC(=O)CC23CC4CC(CC(C4)C2)C3)n1 | -0.62 |
| COC(=O)C1=C[C@@H](C(=O)OC)[C@@H]2C3=C(C(=O)[C@]2(C)NC(=O)c2ccccc2)[C@H](C)n2c(=O)n(-c4ccccc4)c(=O)n2[C@@H]3C1 | 1.4 |
| N#Cc1c(F)cccc1N1CCOCC1 | -0.12 |
| O=C(O)C1CCC(=O)N(C2CCCCC2)C1c1ccccc1 (configuration not stated) | 0.025 |
| CCOC(=O)C1=C(C)Nc2ncnn2C1c1ccc2c(c1)OCO2 (configuration not stated) | -0.084 |
| COCCn1c(SCC(=O)N2CCCCC2)nc2ccccc2c1=O | 0.0047 |
| CC1CCN(S(=O)(=O)c2cc(Cl)ccc2Br)CC1 | -1.4 |
| CCn1c(Cn2nnc(-c3ccccc3)n2)nnc1SCc1ccc(Cl)c(Cl)c1 | -4.2 |
| COC(=O)c1c(-c2ccc(F)cc2)csc1NC(=O)c1ccco1 | 0.49 |
| Oc1cc2ccccc2cc1-c1n[nH]c(=S)o1 | -2.2 |
| CCN(Cc1ccccc1)S(=O)(=O)c1nc2nc(C)c(C)c(C)n2n1 | 0.062 |
| O=C(Cn1cc(C(=O)c2cccs2)c2ccccc21)NCc1ccc2c(c1)OCO2 | -3 |
| COc1ccc(NC(=O)c2c(-c3ccccc3Cl)noc2C)c(OC)c1 | -0.35 |
| Cc1cc2c(c(=O)o1)C(Cc1ccccc1)C(C#N)=C(N)O2 (configuration not stated) | 0.43 |
| CCOc1ccc(N2C(=O)Nc3ccccc3C2(O)C(=O)NCc2ccc3c(c2)OCO3)cc1 (configuration not stated) | -1.6 |
| CCOC(=O)N1CCN(C(=O)c2cc3c(=O)n(C)c4ccccc4c3n2C)CC1 | -0.24 |

Of the compounds above, these contain a thiophene ring, fused or not:
| Structure | Cav32 inh |
| --- | --- |
| COCCn1c(C)cc(C(=O)COC(=O)c2cc3c(s2)CCC3)c1C | -2.1 |
| Cc1cc2cc(CN(Cc3cccs3)Cc3nnnn3CC3CCCO3)c(=O)[nH]c2cc1C (configuration not stated) | -1.4 |
| Cc1cc(C)n(-c2nc(SCCN(C)C)c3c4c(sc3n2)COC(C)(C)C4)n1 | -0.0071 |
| Cc1ccc(-c2nc3ccccc3o2)cc1NC(=S)NC(=O)c1cccs1 | -0.41 |
| COc1ccc(-c2nnn(CC(=O)NCc3cccs3)n2)cc1OC | 0.88 |
| COc1ccc(OC)c(C2C(C(=O)c3cccs3)=C(O)C(=O)N2CCN(C)C)c1 (configuration not stated) | -0.2 |
| Cc1cc(NC(=O)COC(=O)c2cc3c(s2)CCC(C)C3)no1 (configuration not stated) | -0.41 |
| COC(=O)c1c(NC(=O)C2CC2)sc2c1CCCC2 | -0.79 |
| O=C(c1ccccc1NS(=O)(=O)c1ccc(Br)s1)N1CCCC1 | -1.8 |
| Cc1nn(C(C)C(=O)O)c(=O)c2c1sc1ccccc12 (configuration not stated) | 0.56 |
| CCOC(=O)c1c(NC(=S)NC(=O)c2ccc(Cn3cc(Cl)cn3)o2)sc2c1CCCCC2 | 0.55 |
| O=C(CSc1nc2ccsc2c(=O)n1Cc1ccccc1)NCc1ccco1 | -0.19 |
| COC(=O)c1c(-c2ccc(F)cc2)csc1NC(=O)c1ccco1 | 0.49 |
| O=C(Cn1cc(C(=O)c2cccs2)c2ccccc21)NCc1ccc2c(c1)OCO2 | -3 |
